TRHR agonist: activates the human TRH receptor; P34981; TRHR cells, calcium flux fluo-8, FDSS agonist mode; activation, % at 2 µM; 0.18% of 360,000 active; AID 493084; in the data active = activation above about 30%; also: 0% is about no effect
Target sequence (P34981 whole entry, looked up): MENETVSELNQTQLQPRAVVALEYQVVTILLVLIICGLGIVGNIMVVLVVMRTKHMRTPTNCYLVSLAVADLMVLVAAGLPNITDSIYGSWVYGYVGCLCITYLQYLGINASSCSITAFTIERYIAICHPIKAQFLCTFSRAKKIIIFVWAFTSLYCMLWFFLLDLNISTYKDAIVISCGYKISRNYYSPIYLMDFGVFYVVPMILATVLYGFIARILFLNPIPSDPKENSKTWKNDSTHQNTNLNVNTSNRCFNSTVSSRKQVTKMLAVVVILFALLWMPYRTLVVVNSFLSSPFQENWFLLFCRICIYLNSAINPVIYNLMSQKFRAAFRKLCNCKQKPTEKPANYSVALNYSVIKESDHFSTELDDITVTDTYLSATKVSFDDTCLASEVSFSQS
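Steps: seed TRHR cells overnight; add fluo-8 no-wash Ca dye, RT 30 min–1.5 h; record 10 s baseline; pin-transfer compounds; monitor fluorescence 1 cycle/s for the agonist window. Calcium increases flag candidate agonists.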
mIDH1 inhibitor: human IDH1 R132H inhibition; O75874; Potency, µM (series often up to 76.6 µM), for inactives: at the highest dose activity change, negative = inhibition, usual class: inhibitors; 0.093% of 390,000 active; IDH1-R132H enzyme, NADPH consumption, diaphorase/resazurin fluorescence; also: potency is read from the fitted curve at half-maximal effect; % is scaled to controls: 0 for no effect and ±100 for the full control effect; nearly all actives have a fitted effect of over 65% in size
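IDH1-R132H (0.5 ug/mL) preincubated 30 min with compound, then NADPH (0.016 mM) and alpha-KG (2 mM) added; 80 min at RT, pH 7.5. Remaining NADPH coupled via diaphorase/resazurin to fluorescence (540/590 nm); concentration-response curves normalized to no-enzyme control.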
USP1-UAF1 inh: inhibitors of human USP1/UAF1 deubiquitinase | Potency, µM (titrated, usually from 57.1 µM), without a hit: at the top dose activity change, negative = inhibition, most hits filed as inhibitors | O94782 | 0.23% of 390,000 active | AID 743255 | recombinant USP1/UAF1, Ub-Rhodamine cleavage fluorescence; also: potency is read from the fitted curve at half-maximal effect; % is scaled to controls: 0 for no effect and ±100 for the full control effect; nearly all actives have a fitted effect of over 60% in size; inactives centre near -12
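In this screen, compounds sit with the deubiquitinase complex (1nM) for 15 min at room temperature before Ub-Rho is added at 150nM final. Fluorescence rise is then followed for 6 reads every 60 seconds.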
TrxR1 substrate: is turned over as a substrate by rat TrxR1. O89049. purified TrxR1 substrate turnover, NADPH consumption readout. Potency, µM (series often up to 114 µM), for the others: at the top dose activity change, negative = substrate turnover. 0.01% of 390,000 active. AID 588456; also: potency is read from the fitted curve at half-maximal effect; % is scaled to controls: 0 for no effect and ±100 for the full control effect; nearly all actives have a fitted effect of over 50% in size
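Rat TrxR1, dispensed at 90 nM, was prereduced with 400 uM NADPH (final) for 5 min at ~22 deg C, then incubated with compound 15 min before 400 uM selenite. A first-read NADPH fluorescence drop versus no-compound background flagged substrates.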
TRHR PAM: TRH receptor (human) allosteric enhancement; P34981; enhancement, % at 2 µM; TRHR cells, fluo-8 calcium fluorescence, EC20 TRH enhancement; 0.66% of 360,000 active; in the data active = enhancement above about 30%; also: 0% is about no effect
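TRHR-expressing cells loaded with fluo-8 calcium dye were read kinetically (ex 480/em 530) during compound addition, then stimulated with an EC20 of TRH (10 nM final). Enhancement of the Gq-mediated intracellular calcium response was scored.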
D2 antag: antagonists of human D2 dopamine receptor; P14416; HEK293 TREx D2 cells, calcium flux, dopamine EC80; inhibition, % at 10 µM; 2% of 340,000 active; AID 485344; in the data active = inhibition above about 30%; also: 0% is about no effect
Target sequence (P14416 whole entry, looked up): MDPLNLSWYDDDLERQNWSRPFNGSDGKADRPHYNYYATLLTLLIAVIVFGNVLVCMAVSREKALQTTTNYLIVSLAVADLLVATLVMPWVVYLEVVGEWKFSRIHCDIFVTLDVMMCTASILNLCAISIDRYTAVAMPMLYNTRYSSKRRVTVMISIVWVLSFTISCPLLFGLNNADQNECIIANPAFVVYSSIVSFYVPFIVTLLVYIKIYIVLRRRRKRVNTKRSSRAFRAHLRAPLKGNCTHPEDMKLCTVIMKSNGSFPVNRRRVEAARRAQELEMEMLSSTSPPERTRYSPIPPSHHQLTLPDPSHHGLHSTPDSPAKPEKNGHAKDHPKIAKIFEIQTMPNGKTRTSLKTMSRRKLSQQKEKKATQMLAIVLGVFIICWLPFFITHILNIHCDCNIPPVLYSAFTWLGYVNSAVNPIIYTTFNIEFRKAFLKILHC
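Dopamine at EC80 is the agonist stimulus; test compounds precede it by 180 s. Calcium flux read kinetically in a force-coupled, inducible HEK293 T-REx D2 cell line.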
PI4K2A block: PI4K2A (human) kinase inhibition; activity change, negative = inhibition, % at 76.9 µM; purified PI4K2A, ADP-Glo luminescence, 1 h; hits give low values; 0.13% of 420,000 active; Q9BTU6; in the data active = activity change below about -50%; inconclusive = mostly about -30% to -49%;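 also: -100% = wells without enzyme as full effect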
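Compounds are screened against recombinant PI4K2A using PI as substrate and ATP, the latter dispensed at 300 microM. Reactions run one hour at ambient temperature before ADP-Glo detection; full inhibition defined by wells lacking enzyme.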
rTrxR1 inhibitor: rat TrxR1 inhibition. recombinant rTrxR1, NADPH fluorescence consumption, selenite substrate. 1% of 390,000 active. Potency, µM (top dose mostly 114 µM), without a hit: top-dose activity change, negative = inhibition, actives largely listed as inhibitors; also: potency is read from the fitted curve at half-maximal effect; % is scaled to controls: 0 for no effect and ±100 for the full control effect; nearly all actives have a fitted effect of over 65% in size
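Rat TrxR1 (90 nM in the dispensed reagent) was pre-reduced with 400 uM NADPH for 5 min at room temperature, then incubated with compound for 15 min. After 400 uM selenite was added, NADPH fluorescence (Ex 340/Em 450 nm) was followed for 8 min.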
D2 ag: activates the human D2 dopamine receptor; HEK293 T-REx D2 cells, calcium flux agonist mode; 0.53% of 340,000 active; activation, % at 2 µM; P14416;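 active = activation over 3 SD above normal in the single-dose calcium agonist read, cut at about 30% in these data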; also: 0% is about no effect
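HEK293 Trex D2 cells, tetracycline-induced, o/n 30 C 5% CO2; no-wash Ca dye, RT 30–90 min; 10-cycle baseline, 23 nl cpd added, kinetic Ca read 180 s; agonist hits = positive Ca response.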
Starred values were filed as active, the others as inactive; u = inconclusive; x = not tested or not shown; & = joins results of further samples; [ ] = dose if it differs, or a comment. Unless noted, calls follow the shape of the dose curve; as a rule, active = well fitted inhibition curve with a large enough effect; inconclusive = small, poorly fitted or top-dose-only effect; inactive = no such curve, though single readings can be large or run the other way. Hits appear at their usual frequency; 3.9% or so of the library scored in one or more.

SMILES	TRHR agonist	mIDH1 inhibitor	USP1-UAF1 inh	TrxR1 substrate	TRHR PAM	D2 antag	PI4K2A block	rTrxR1 inhibitor	D2 ag
CC(C)(Oc1ccc(CCNC(=O)c2ccc(-c3ccccc3)o2)cc1)C(=O)O	0.3	3%	-5%	-11%	-4	3	3	-18%	0.4
COc1cccc(C(=O)OCC(=O)Nc2cc(C)on2)c1OC	x	3%	u	-7%[57.1 µM]	x	x	-7	8%[57.1 µM]	x
COc1cc(OC)c2ccc(=O)oc2c1C(CCN1CCOCC1)c1ccc2c(c1)OCO2 (configuration not stated)	x	8%	-26%	3%	x	x	0	13%	x
CCNC(=O)Cc1ccc(NC(=O)N2CCCCc3ccccc32)cc1	0.5	4%	u	1%[57.1 µM]	6	x	6	10%[57.1 µM]	x
Cc1cc(C(=O)NC2CCCC(C)C2C)c2ccccc2n1 (configuration not stated)	0.2	3%	-12%	-2%	-2	5	0	6%	0.0
CCOC(=O)N1CCC(N2Cc3cccc(C(=O)NCc4ccc5c(c4)OCO5)c3C2=O)CC1	-0.5	10%	-18%	6%	1	-15	-5	7%	-0.5
Cc1nc(C)c(-c2ccc(SCC(=O)Nc3ccccc3F)nn2)s1	-0.3	13%	-13%	3%[57.1 µM]	2	x	-3	19%[57.1 µM]	0.3
CC(C)N(Cc1nnc(-c2ccc(Cl)cc2)o1)C(=O)c1cc2ccccc2o1	-0.9	-7%	-23%	-2%	-3	-11	1	20%	-0.4
COc1ccc(C2(CN(C(C)=O)C(C)=O)CCCC2)cc1OC	0.4	0%	-26%	-4%	-2	11	-1	4%	0.8
COc1cc(-c2noc(C)c2C(=O)NCC[C@@H]2CCCN2C)cc(OC)c1OC	x	14%	-29%	12%	x	x	-4	u	x

Ordered by the number under TRHR PAM (smallest number first): three of the compounds above.
Compound | TRHR PAM
CC(C)(Oc1ccc(CCNC(=O)c2ccc(-c3ccccc3)o2)cc1)C(=O)O | -4
CC(C)N(Cc1nnc(-c2ccc(Cl)cc2)o1)C(=O)c1cc2ccccc2o1 | -3
Cc1nc(C)c(-c2ccc(SCC(=O)Nc3ccccc3F)nn2)s1 | 2

More records:
SMILES	TRHR agonist	mIDH1 inhibitor	USP1-UAF1 inh	TrxR1 substrate	TRHR PAM	D2 antag	PI4K2A block	rTrxR1 inhibitor	D2 ag
Cn1ncc([N+](=O)[O-])c1C(=O)Nc1ccc(-c2ccccc2)cc1	-0.1	-5%	-22%	0%	-2	-13	-4	12%	0.1
O=S1(=O)N=C(N(CCO)/N=C/c2ccc(Br)cc2)c2ccccc21	-0.1	2%	-26%	24%	3	-6	-2	40%[activator]	0.5
COc1ccc(C2=COc3ccccc3C(=O)N2)cc1	0.1	5%	-19%	4%[57.1 µM]	0	4	1	21%[57.1 µM]	-0.8
Cc1cc(C)cc(OCc2nnc(SCC(=O)N3CCN(c4ccccc4)CC3)o2)c1	-3.4	2%	2%	1%[57.1 µM]	-9	13	-4	-7%[57.1 µM]	-2.0
COc1ccc(N2CCOCC2)c(NC(=O)c2cccnc2)c1	1.8	9%	-13%	-2%	-5	20	3	7%	-0.1
COc1ccc(C2=Nc3ccc(Br)cc3C(c3ccccc3)N2CC(=O)NN)cc1 (configuration not stated)	1.6	5%	-6%	-3%	-2	x	-4	4%	x
CN(C)CCN(C(=O)c1ccc2c(c1)CCCC2)c1nc2cc3c(cc2s1)OCCO3	0.2	-4%	-12%	0%	-10	-6	3	7%	0.2
Cc1cc(C)cc(NC(=O)C2CCN(S(=O)(=O)c3c(C)n[nH]c3C)CC2)c1	-0.1	12%	-11%	7%[57.1 µM]	-6	12	4	-22%[57.1 µM]	-0.7
Cc1ccc(C(c2cc(Br)ccc2O)N2CCSCC2)cc1 (configuration not stated)	-0.2	-16%	-31%	-4%	2	-2	2	15%[57.1 µM]	-0.9
COC(=O)[C@H](CCSC)NC(=O)Nc1ccc(C)cc1C	1.0	-1%	-14%	7%[57.1 µM]	15	5	-5	8%[57.1 µM]	1.4
CC(C)OC(=O)CSc1nc2ccccc2s1	-1.3	10%	-28%	2%[57.1 µM]	1	-6	-12	9%	-0.7
CC(C)C[C@H](NC(=O)C1CC(=O)N(c2ccc3c(c2)OCO3)C1)C(=O)NC1CCCCC1 (some centres not stated)	0.9	8%	-17%	4%	-4	28	2	10%	-0.4
COc1ccc(-c2noc(CN3CCC(Cc4ccccc4)CC3)n2)cc1	0.5	-1%	-22%	2%[57.1 µM]	-3	3	-2	6%[57.1 µM]	0.5
CCCn1nnc(NC(=O)c2ccc(-c3cccc(Cl)c3)o2)n1	-1.3	-1%	-19%	9%	5	-34	-14	-14%	0.3
CCCN1C2CCCC1CC(NC(=O)Nc1cccc(C(C)=O)c1)C2 (configuration not stated)	0.5	14%	-7%	-9%	2	x	2	-11%	x
CNC(=O)c1ccc(Nc2nc(-c3ccccc3)nc3ccccc23)cc1	-0.4	-7%	-11%	20%[57.1 µM]	-8	-2	0	8%[57.1 µM]	-1.6
C=CCn1c(SCCOc2ccc(OC)cc2)nnc1C(C)NC(=O)c1ccc(OC)cc1 (configuration not stated)	-0.2	4%	-5%	2%[57.1 µM]	14	4	6	1%[57.1 µM]	0.4
CCOc1cc(N2CCOCC2)c(OCC)cc1NC(=O)c1ccc(OCc2c(C)noc2C)c(OC)c1	-0.5	5%	-8%	-6%	19	-7	-19	-38%	0.0
CN1CCC(N(C)C(=O)c2cccc(S(=O)(=O)N3CCOCC3)c2)CC1	0.7	-2%	-4%	0%	1	x	4	3%	x
CCC(OC(=O)CN1C(=O)c2ccccc2C1=O)C(=O)NC1CCCC1 (configuration not stated)	0.2	-7%	-7%	-3%	2	8	-1	6%	0.4

The closing 5 entries of the part before lead into the next.
SMILES	TRHR agonist	mIDH1 inhibitor	USP1-UAF1 inh	TrxR1 substrate	TRHR PAM	D2 antag	PI4K2A block	rTrxR1 inhibitor	D2 ag
CNC(=O)c1ccc(Nc2nc(-c3ccccc3)nc3ccccc23)cc1	-0.4	-7%	-11%	20%[57.1 µM]	-8	-2	0	8%[57.1 µM]	-1.6
C=CCn1c(SCCOc2ccc(OC)cc2)nnc1C(C)NC(=O)c1ccc(OC)cc1 (configuration not stated)	-0.2	4%	-5%	2%[57.1 µM]	14	4	6	1%[57.1 µM]	0.4
CCOc1cc(N2CCOCC2)c(OCC)cc1NC(=O)c1ccc(OCc2c(C)noc2C)c(OC)c1	-0.5	5%	-8%	-6%	19	-7	-19	-38%	0.0
CN1CCC(N(C)C(=O)c2cccc(S(=O)(=O)N3CCOCC3)c2)CC1	0.7	-2%	-4%	0%	1	x	4	3%	x
CCC(OC(=O)CN1C(=O)c2ccccc2C1=O)C(=O)NC1CCCC1 (configuration not stated)	0.2	-7%	-7%	-3%	2	8	-1	6%	0.4
CS(=O)(=O)N1CCN(C2C3CC4CC(C3)CC2C4)CC1 (configuration not stated)	0.5	0%	-13%	-4%	21	-18	2	18%	-0.7
COc1ccc(NS(=O)(=O)c2ccc3c(c2)CC(C)N3C(C)=O)c(OC)c1 (configuration not stated)	1.5	-9%	-16%	-1%	3	x	1	2%	x
Cc1ccc(Nc2nnc(SCC(=O)c3c(N)n(C4CC4)c(=O)[nH]c3=O)s2)cc1C	0.3	10%	-15%	-7%	3	14	-6	3%	0.0
COC(=O)[C@@H]1CCCN1C(=O)c1cc(COc2cccc3cccnc23)on1	0.0	7%	-9%	-2%	-4	5	7	-18%	0.2
OCCNc1c2ccccc2nc2ccccc12	2.1	6%	-14%	66%	7	-6	1	7%[57.1 µM]	-0.6
COc1ccc(NC(=O)c2cccnc2)c(OC)c1	-1.2	-8%	1%	-4%	18	2	-2	12%	-0.3
COc1ccc([N+](=O)[O-])cc1NC(=O)Cc1noc2ccc(C)cc12	0.1	6%	-15%	-2%[57.1 µM]	2	5	-3	32%[57.1 µM]	-0.1
CNc1c([N+](=O)[O-])cnn1-c1ccccc1Cl	2.0	0%	-1%	-1%	-13	-16	1	9%	-0.5
COc1cc(C(=S)N2CCN(c3ccccc3Cl)CC2)cc(O)c1O	-0.8	-3%	-27%	2%	-2	7	-5	8%	-1.3
Cc1cc(C)cc(Oc2ccc(C(F)(F)F)cc2C#N)c1	-0.2	-1%	-8%	-2%[57.1 µM]	1	x	-11	20%[57.1 µM]	x
Oc1[nH]c2ccccc2c1N=NC(=S)NCC1CCCO1 (configuration not stated)	-0.5	2%	-14%	-22%	0	14	-6	u	-2.3
Cc1sc(NC(=O)c2cccs2)c(C(=O)OC(C)C)c1C	0.3	3%	-8%	16%[57.1 µM]	-1	31*	-2	45%[activator][57.1 µM]	0.8
NC(c1ccccc1)c1ccncc1 (configuration not stated)	0.5	0%	-11%	10%[2.29 µM]	0	10	-2	19%	-0.2
CCCc1nn2c(N)c(/C=C3\C=Nc4ccccc43)c(=O)nc2s1	0.3&0.0	3%&0%	-14%&-13%	-6%[57.1 µM]	3&3	-16&14	-3&0	-12%[57.1 µM]	-0.4&0.2
CCc1nnc(NC(=O)C2Cc3ccccc3CN2S(=O)(=O)c2cccs2)s1 (configuration not stated)	-1.4	1%	-2%	5%[57.1 µM]	32*	2	-9	-3%[57.1 µM]	0.3
O=c1[nH]cc(N=Cc2cc(Cl)cc(Cl)c2O)c(=O)[nH]1	13	6%	u	-1%	-5	-14	u	-13%	5.5
CCN(CC(=O)Nc1ccc(Cl)c(S(=O)(=O)N(C)C)c1)Cc1nc2ccccc2c(=O)[nH]1	-0.3	2%	-8%	6%[57.1 µM]	-6	13	-16	11%[57.1 µM]	-1.3
